# E-selectin induc: E-selectin induction on HUVECs. activation, % at 7.58 µM. HUVEC E-selectin immunofluorescence imaging; normalized: neutral wells 0, TNF-alpha wells 100. 0.37% of 260,000 active. P16581;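 active = mean E-selectin-positive cell signal at least 10% of the positive control, reached in at least 60% of replicates, without over 20% cell loss; inconclusive = no rule given, readout overlaps actives, possibly toxicity-flagged; inactive = the rest, including those meeting only one limit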;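 also: in these data hits start at about 27%; measured in HUVEC primary endothelial cells; signal is the percent of cells scored E-selectin positive by PE staining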
# Target sequence (P16581 whole entry, looked up): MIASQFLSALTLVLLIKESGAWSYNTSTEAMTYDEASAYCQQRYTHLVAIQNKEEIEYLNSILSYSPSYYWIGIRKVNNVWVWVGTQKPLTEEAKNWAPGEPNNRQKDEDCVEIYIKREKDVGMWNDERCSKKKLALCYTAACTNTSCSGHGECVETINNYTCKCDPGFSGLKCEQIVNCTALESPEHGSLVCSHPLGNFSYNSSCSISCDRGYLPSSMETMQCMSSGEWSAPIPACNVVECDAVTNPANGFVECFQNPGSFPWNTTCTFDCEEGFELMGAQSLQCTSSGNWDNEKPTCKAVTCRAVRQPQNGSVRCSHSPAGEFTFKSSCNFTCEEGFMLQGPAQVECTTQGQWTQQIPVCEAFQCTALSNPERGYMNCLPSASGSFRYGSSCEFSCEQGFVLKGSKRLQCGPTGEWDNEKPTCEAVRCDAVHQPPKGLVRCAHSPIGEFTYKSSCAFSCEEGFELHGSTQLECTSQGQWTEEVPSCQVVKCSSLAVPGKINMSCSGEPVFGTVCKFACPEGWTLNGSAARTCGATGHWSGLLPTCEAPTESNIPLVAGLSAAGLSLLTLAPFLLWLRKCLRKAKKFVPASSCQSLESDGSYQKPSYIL
#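 Test system: HUVEC; input: 3,000 HUVEC/well; measured by: immunofluorescence imaging; read-out: % PE-positive cells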
# SIRT5 block: sirtuin-5 (human) deacylase inhibition; inhibition, % at 15 µM; Q9NXA8; 1.1% of 330,000 active; Purified SirT5, succinyl-peptide AMC, trypsin-coupled fluorescence; in the data active = inhibition above about 15%; inconclusive = no clear call, values can overlap the other calls
# Target sequence (Q9NXA8 whole entry, looked up): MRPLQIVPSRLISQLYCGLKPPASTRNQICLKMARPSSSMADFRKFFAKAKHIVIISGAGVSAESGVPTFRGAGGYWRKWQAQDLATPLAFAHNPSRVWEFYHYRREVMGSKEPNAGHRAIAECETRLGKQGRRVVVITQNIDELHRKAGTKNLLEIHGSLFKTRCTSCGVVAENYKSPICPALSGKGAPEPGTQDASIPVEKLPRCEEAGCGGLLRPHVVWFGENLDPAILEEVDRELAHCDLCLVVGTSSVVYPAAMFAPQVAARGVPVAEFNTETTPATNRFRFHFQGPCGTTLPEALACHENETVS
# S100A4 MyoIIA: S100A4-myosin IIA interaction inhibition. P26447. S100A4/TAMRA-MyoIIA peptide fluorescence polarization. inhibition, % at 10.7 µM. 0.14% of 360,000 active. AID 652163;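 active = mean inhibition of at least 70% across replicates, with every replicate also reaching that level; inconclusive = mean inhibition reaches 70% but some replicates fall short; inactive = mean inhibition below 70%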
# Target sequence (P26447 whole entry, looked up): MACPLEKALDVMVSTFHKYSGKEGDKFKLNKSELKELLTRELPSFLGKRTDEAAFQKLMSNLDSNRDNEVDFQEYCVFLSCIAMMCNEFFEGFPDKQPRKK
#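 Test system: S100A4 monomer protein. Medium: HEPES buffer with Ca2+, pH 7.2. Reagent: fluorescent myosin IIA peptide, 5 nM. Compound dosing: single-point compound testing. Timing: 5 min between mix addition and reading. Benchmarks: DMSO neutral and TFP positive wells.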
# PglD inh: PglD (C. jejuni) enzyme inhibition. purified PglD enzyme, DTNB colorimetric CoA detection. inhibition, % at 12.5 µM. 0.098% of 360,000 active. AID 602405; in the data active = inhibition above about 16%, passing the limit was not always enough; inconclusive = no clear call, values can overlap the other calls; also: strong numbers were not always called active
# ERp5 inh: inhibitors of human ERp5. ERp5 insulin aggregation, absorbance 650 nm, 90 min. inhibition, % at 9.99 µM. AID 651711. 0.05% of 350,000 active;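 active = mean replicate inhibition above about 25%, with every replicate also reaching it, limit read from the data, passing the limit was not always enough; inconclusive = only one of those two criteria met; inactive = neither criterion met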
# C2C12 statin: protects C2C12 myotubes from simvastatin toxicity. ATP luminescence, 48 h; scaled: DMSO 0, geranylgeraniol control 100. rescue of ATP level, % at 7.49 µM. 0.78% of 330,000 active. AID 602340;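 active = mean ATP rescue above about 67%, or every replicate alone reaching that limit, limit read from the data, passing the limit was not always enough; inconclusive = no clear call, values can overlap the other calls; inactive = mean under the limit and some replicate under it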;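 also: myotubes were challenged with 10 µM simvastatin during compound exposure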
# DENV2 CPE: protects cells from dengue virus 2 cytopathic effect. DENV2-infected cells, cytopathic effect rescue, plate reader. CPE inhibition, % at 9.99 µM. 1.7% of 350,000 active. AID 651640; in the data active = CPE inhibition above about 20%, passing the limit was not always enough; inconclusive = no clear call, values can overlap the other calls; tested in BHK-21 cells;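 also: 0% = median of neutral control wells and 100% = median of positive control wells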
# Active calls of the source: *; ? = inconclusive; . = no result given. These rows are one share of the data; the hit share may differ from the screen's.
# Results follow in this order: E-selectin induc, SIRT5 block, S100A4 MyoIIA, PglD inh, ERp5 inh, C2C12 statin, DENV2 CPE
Cc1ccc(S(=O)(=O)N[C@H]2CC[C@H](CC(=O)NCc3ccccc3F)O[C@@H]2CO)cc1
  -1.6, 1.8, 3.4, 1.8, -1.5, -4.4, 23.7*
CCOc1ccc(NC(C)=O)cc1N
  ., ., 21.9, 1.6, -0.6, -6.1, -19.8
COc1ccc(-c2cn3cccnc3n2)cc1NC(=O)C1CC1
  ., -0.7, -0.9, -2.5, 0.9, ., .
Cc1nc2c(-c3ccc(F)cc3)cnn2c2c1CCC2
  ., -1.8, 0.2, ., -9.8, ., -6.4
Cc1c(S(=O)(=O)NC2CCCCCC2)c(=O)n(C)c(=O)n1C
  ., -2.9, -3.9, 0.6, -1.9, ., 5.3
O=C(NCC1CC1)Nc1ccc(Cl)cc1
  ., -1.7, 16.9, -2.1, 0.9, -6.3, 4.4
C[C@@H]1CN([C@@H](C)CO)C(=O)Cc2cc(NC(=O)Cc3cn(C)c4ccccc34)ccc2O[C@H]1CN(C)S(=O)(=O)c1cccs1
  0.0, 10.4, -32.0, -2.3, -9.3, -56.0, -9.6
O=C(N[C@@H]1CC[C@@H](CC(=O)N2CCCCC2)O[C@@H]1CO)c1ccc2c(c1)OCO2
  0.3, 4.5, 15.7, -0.3, 3.0, 3.4, -1.1
CC(C)CN1CC(C)C(=O)NC1=S (configuration not stated)
  0.2, -2.0, 0.5, ., -0.3, ., ?
O=C(COC(=O)C1COc2ccccc2O1)Nc1ccc(Cl)cc1 (configuration not stated)
  -0.2, -6.2, -3.1, -5.4, -1.3, 3.7, 2.1
CN(C)C(=O)c1ccc(SC(=S)NCc2ccccc2)cc1
  0.3, -3.2, -1.7, ., -3.6, ., -4.0
Cc1cccc(CCNc2nc3ccc(C)cc3n3cnnc23)c1
  0.4, -1.0, -4.5, 2.4, -1.5, -0.6, -0.6
CC1(C(=O)Oc2ccccc2)Cc2ccccc2C(=O)O1 (configuration not stated)
  -0.2, 0.2, -0.7, ., -1.9, 6.5, -2.5
C[C@H]1CN([C@@H](C)CO)C(=O)c2cccc(NC(=O)c3ccncc3)c2O[C@H]1CN(C)C
  ., -3.8, 13.8, -4.7, -2.8, 9.6, 3.6
COc1cccc(NC(=O)Nc2ccc3c(c2)C(=O)N(C)C[C@H](OC)[C@@H](C)CN[C@H](C)CO3)c1
  -0.2, ., -1.6, -2.9, -1.4, -25.0, -3.6
COc1cc(NC(N)=S)c(OC)cc1Cl
  0.8, -1.0, 7.5, ., -4.0, 0.6, -2.2
COc1ccc(S(=O)(=O)N(C)C[C@H]2Oc3cc(C#CC4CCCCC4)ccc3S(=O)(=O)N([C@@H](C)CO)C[C@H]2C)cc1
  1.3, 12.0, 11.7, -1.0, 2.6, 4.0, 0.0
COc1ccc(-c2nnc(SCC(=O)c3ccc(O)cc3O)o2)cc1
  ., 0.3, 0.8, -5.7, 0.8, 3.3, -1.0
CCNC(=S)N1CCN(S(=O)(=O)/C=C/c2ccccc2)CC1
  ., -1.0, 1.0, 1.3, -1.7, -10.2, -1.9
CC(=O)Nc1cncc(-c2ccccc2F)n1
  ., ., 11.9, -1.0, -4.2, -3.8, 1.2

# Four entries from above, as labelled records:
> O=C(COC(=O)C1COc2ccccc2O1)Nc1ccc(Cl)cc1 (configuration not stated)
  E-selectin induc: -0.2; SIRT5 block: -6.2; S100A4 MyoIIA: -3.1; PglD inh: -5.4; ERp5 inh: -1.3; C2C12 statin: 3.7; DENV2 CPE: 2.1

> CN(C)C(=O)c1ccc(SC(=S)NCc2ccccc2)cc1
  E-selectin induc: 0.3; SIRT5 block: -3.2; S100A4 MyoIIA: -1.7; PglD inh: .; ERp5 inh: -3.6; C2C12 statin: .; DENV2 CPE: -4.0

> Cc1cccc(CCNc2nc3ccc(C)cc3n3cnnc23)c1
  E-selectin induc: 0.4; SIRT5 block: -1.0; S100A4 MyoIIA: -4.5; PglD inh: 2.4; ERp5 inh: -1.5; C2C12 statin: -0.6; DENV2 CPE: -0.6

> CC1(C(=O)Oc2ccccc2)Cc2ccccc2C(=O)O1 (configuration not stated)
  E-selectin induc: -0.2; SIRT5 block: 0.2; S100A4 MyoIIA: -0.7; PglD inh: .; ERp5 inh: -1.9; C2C12 statin: 6.5; DENV2 CPE: -2.5

# Following part.
# Results follow in this order: E-selectin induc, SIRT5 block, S100A4 MyoIIA, PglD inh, ERp5 inh, C2C12 statin, DENV2 CPE
COCCOC(=O)N1CCCCC1c1cc(C(=O)NCc2ccc(Cl)c(Cl)c2)no1 (configuration not stated)
  -0.1, ., -7.6, -0.6, -0.2, 1.3, -7.5
Nc1nc(NCCCN2CCOCC2)nc(Nc2ccc(Cl)cc2)c1[N+](=O)[O-]
  ., -4.8, -0.9, 4.5, 1.1, ., -1.2
C[C@@H]1CN([C@@H](C)CO)C(=O)c2cccc(NS(C)(=O)=O)c2O[C@@H]1CN(C)S(=O)(=O)c1ccccc1
  -0.1, 0.0, 12.3, 0.4, 9.1, ., 18.1
O=C(NC[C@H]1CC[C@H]2[C@H](CN2S(=O)(=O)c2ccccc2[N+](=O)[O-])O1)Nc1ccccc1
  ., 0.0, 10.0, ., -1.2, ., -1.9
CC(=O)NS(=O)(=O)c1ccc(NC(=O)c2ccc(S(=O)(=O)N3CCCC3)cc2)cc1
  12.1, -0.2, -1.1, -3.5, -1.7, -0.2, 3.7
CC(C)(C)c1ccc(NC(=O)COC(=O)C2CCCC2)cc1
  ., -8.1, 1.3, -0.7, -3.4, -10.2, -12.1
NN(CCO)C(=S)Nc1ccc(Cl)cc1
  ., -4.3, 1.6, 0.4, 8.5, 3.8, -6.5
Cc1nnc(N/N=C/c2ccc(-c3ccccc3F)o2)n1N
  0.3, 1.4, -7.0, ., 5.0, ., -5.4
O=C(O)C1CCC(=O)N1Cc1ccc(F)cc1 (configuration not stated)
  ., -2.5, -0.8, -3.1, 0.9, -0.9, -4.8
Sc1nnc(-c2ccc(Cl)cc2)n1Cc1ccccc1
  0.2, 1.7, -0.6, 3.2, 4.0, 15.7, -5.1
c1ccc(CSc2nnc(-c3ccco3)o2)cc1
  -0.2, -3.7, -2.9, -7.0, 2.6, ., 3.6
O=C(O)[C@H]1[C@H](CO)[C@H]2Cn3c(ccc(-c4ccccc4)c3=O)[C@H]2N1CCc1ccccc1
  0.1, ., ., -2.1, ., 4.0, -6.1
COc1cc(NC(=O)c2cccc(S(=O)(=O)N3CCCCC3)c2)cc(OC)c1OC
  ., -0.3, -1.6, 1.3, -10.4, -0.6, 15.3
Cn1c(=NC(=O)CS(=O)(=O)c2ccccc2)sc2ccccc21
  0.0, -0.9, -8.6, 1.3, -2.0, 19.6, 6.8
CC1(c2ccc(Cl)cc2Cl)NC(=O)N(CC(=O)Nc2cccnc2Cl)C1=O (configuration not stated)
  ., -2.1, -4.0, 1.4, 2.8, 1.3, -3.7
COc1ccc(-c2ccc3c(n2)CCCN3S(=O)(=O)c2ccc(C)cc2)cc1
  -0.3, ., 4.3, ., 0.3, ., -1.2
Cc1c(C(c2cc3c(cc2Br)OCO3)c2c(C)n(C)n(-c3ccccc3)c2=O)c(=O)n(-c2ccccc2)n1C
  ., 0.8, 1.1, -1.0, 3.0, 10.4, 1.9
CCOc1ccc(-c2cccc(NS(=O)(=O)c3cc([N+](=O)[O-])ccc3C)c2)nn1
  ., -0.2, -2.0, -0.2, -1.1, 7.9, 6.6
C[C@@H]1CN([C@@H](C)CO)C(=O)CCCn2cc(nn2)CO[C@@H]1CN(C)Cc1ccc2c(c1)OCCN2C
  -0.1, 0.7, 2.0, 3.9, -3.5, 13.0, -2.5
OCC[C@@H]1C[C@H](O)[C@@H](O)[C@@]2(CCCc3ccccc3O2)O1
  -0.2, 5.7, 23.4, -2.7, 0.5, -18.7, -0.8
Cc1noc(C)c1S(=O)(=O)Nc1ccc2c(c1)CC(=O)N([C@H](C)CO)C[C@H](C)[C@@H](CN(C)Cc1ccc(C(F)(F)F)cc1)O2
  ., 10.4, 9.3, -0.8, 8.6, ?, -7.9
CCOC(=O)c1ccc(S(=O)(=O)N2CCC(C(=O)OCC)CC2)cc1
  ., 0.3, 0.4, 4.6, 0.5, -1.6, .
O=C(c1cccc(S(=O)(=O)N2CCN(c3ccccc3)CC2)c1)N1CCCCCCC1
  ., -2.5, -0.4, ., 0.2, -11.6, -10.6
COc1ccc(CN(C)C[C@@H]2Oc3c(NC(=O)NC4CCCCC4)cccc3C(=O)N([C@@H](C)CO)C[C@@H]2C)cc1
  ?, -0.6, 7.1, 5.8, 1.0, 12.6, 7.9
CC(C)Oc1ccc(CNC(=O)Oc2ccccc2)cc1
  0.0, -3.1, -0.1, -5.1, 3.4, -3.7, -4.5
CCCc1cc(C(=O)Nc2sc(C)c(CC)c2C#N)no1
  ., 3.9, 4.3, -6.4, 10.7, 0.5, 7.0
Cc1ccccc1NS(=O)(=O)c1ccc2oc(=O)ccc2c1
  0.2, -4.4, 12.0, -4.2, 0.5, -1.2, 2.1
CCCn1c(N)c(N(CCOC)C(=O)c2ccc([N+](=O)[O-])c(C)c2)c(=O)[nH]c1=O
  ., -0.6, -2.3, 0.0, -4.9, 0.2, -1.0
Cc1cccnc1CNC(=O)C1CCC(=O)N(CCc2cccc(F)c2)C1 (configuration not stated)
  0.1, -2.5, 2.4, 3.5, -3.8, -0.8, -4.6
Cc1ccc(S(=O)(=O)N(CC(=O)Nc2ccc(C(N)=O)cc2)C(=O)N2CCN(C)CC2)cc1
  ., -5.3, -1.1, 0.1, -1.9, -2.8, 3.3
COC(=O)C(C(=O)OC)c1ncc(C(F)(F)F)cc1Cl
  -0.6, -1.5, -2.3, ., -3.0, ., 0.7
CCNC(=O)C1(C)CCCN(C(=O)c2cc(-c3ccccc3)cs2)C1 (configuration not stated)
  0.1, ., -4.0, -4.1, 0.6, 1.7, -2.3
COc1ccccc1CN(C)C(=O)c1cccc(S(=O)(=O)N2CCCC2)c1
  0.3, -13.0, 10.3, -0.1, -8.7, 7.7, -0.7
CC1CC2=C(C(=O)O1)C(C)Nc1ccccc1N2 (configuration not stated)
  ., 1.7, -4.3, 7.5, -7.1, ., -11.9
CCOC(=O)c1c(C)[nH]c(C)c1C(=O)COC(=O)c1ccc(OC)c(OC)c1
  ., -2.9, -2.0, -3.8, -11.1, 7.0, 3.5
O=C1c2ccccc2C(=O)N1CCc1csc(-c2ccc(F)cc2)n1
  -1.3, ., ., 0.6, ., 7.1, .
COc1ccc(/C=C(\NC(=O)c2ccccc2)C(=O)NCCN2CCOCC2)cc1
  0.8, -7.4, 42.6, -9.6, -4.1, -19.3, -1.8
CC(=C/c1ccccc1)/C=N/Nc1nc(N2CCCCC2)nc(N2CCCCC2)n1
  0.6, -2.0, 2.3, 1.6, -0.8, -13.5, 63.6*
O=C(Nc1cccc(NC(=O)c2ccccc2Cl)c1)c1ccc(F)cc1
  -0.1, -2.1, -1.8, 4.3, 0.4, 13.7, -8.1
Cc1ccccc1CNS(=O)(=O)c1c(C)[nH]c(C)c1C(=O)N1CCCCC1
  ., 0.8, 9.7, 14.0, 3.8, 5.6, 3.1
CC(C)(C)c1ccc(CC(=O)N2CCC2(C)C(=O)Nc2cnc3ccccc3c2)cc1 (configuration not stated)
  -0.1, ., -2.1, -2.0, -4.5, -3.4, -1.1
NC(=S)Nc1ccc(S(=O)(=O)c2ccc(NC(N)=S)cc2)cc1
  0.0, 2.0, -2.8, 2.9, 0.4, -24.1, -0.5

# From PubChem BioAssay
